Screening results: PubChem, National Center for Advancing Translational Sciences (NCATS)
Tb PFK inh: qHTS Assay to Find Inhibitors of T. brucei phosphofructokinase. T. brucei PFK, ADP-Glo luminescence. AID 485367, 2010. Potency, µM (top dose mostly 57.5 µM), inactives show at the highest dose activity, negative = inhibition, hits mostly inhibitors. 0.17% of 330,000 active. ATP-dependent 6-phosphofructokinase (Trypanosoma brucei brucei), O15648;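 also: potency is read from the fitted curve at half-maximal effect; 0% = uninhibited 1x PFK enzyme wells and -100% = no-enzyme wells; nearly all actives have a fitted effect of over 60% in size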
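1.25 nM PFK with 0.5 mM F6P and 0.1 mM ATP in 0.1 M TEA pH 8.0, 5 mM MgCl2, incubated 45 min at room temperature; ADP measured by ADP-Glo luminescence; compounds titrated up to 57 uM.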
Rab9 prom act: qHTS Assay for Rab9 Promoter Activators; Huh7 Rab9 promoter-luciferase reporter, luminescence, 24 h; Potency, µM (doses to about 9.22 µM), without a hit: at the top dose activation, negative = inhibition, actives largely listed as activators; 2.8% of 320,000 active; also: potency is read from the fitted curve at half-maximal effect; % of control where 0% means no effect; nearly all actives have a fitted effect of over 60% in size
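Cells were plated at 1500 per well in reduced-serum medium with 10% FBS and left 2 h. Compound in DMSO was then added for 24 h at 37 °C. Reporter signal was read by luminescence after 10 min with luciferase detection reagent.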
FLuc modulator: qHTS profiling assay for firefly luciferase inhibitor/activator using purifed enzyme and Km concentrations of substrates (counterscreen for miR-21 project); Luciferin 4-monooxygenase (Photinus pyralis), P08659; purified FLuc, Km substrates, luminescence inhibition; Potency, µM (top dose mostly 57.5 µM), for the others: at the highest dose activity change, negative = inhibition, actives largely listed as inhibitors; 6.9% of 360,000 active;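 also: potency is read from the fitted curve at half-maximal effect; plate controls were vehicle for no effect and reference inhibitor for full effect; nearly all actives have a fitted effect of over 55% in size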
Target sequence (P08659 whole entry, looked up): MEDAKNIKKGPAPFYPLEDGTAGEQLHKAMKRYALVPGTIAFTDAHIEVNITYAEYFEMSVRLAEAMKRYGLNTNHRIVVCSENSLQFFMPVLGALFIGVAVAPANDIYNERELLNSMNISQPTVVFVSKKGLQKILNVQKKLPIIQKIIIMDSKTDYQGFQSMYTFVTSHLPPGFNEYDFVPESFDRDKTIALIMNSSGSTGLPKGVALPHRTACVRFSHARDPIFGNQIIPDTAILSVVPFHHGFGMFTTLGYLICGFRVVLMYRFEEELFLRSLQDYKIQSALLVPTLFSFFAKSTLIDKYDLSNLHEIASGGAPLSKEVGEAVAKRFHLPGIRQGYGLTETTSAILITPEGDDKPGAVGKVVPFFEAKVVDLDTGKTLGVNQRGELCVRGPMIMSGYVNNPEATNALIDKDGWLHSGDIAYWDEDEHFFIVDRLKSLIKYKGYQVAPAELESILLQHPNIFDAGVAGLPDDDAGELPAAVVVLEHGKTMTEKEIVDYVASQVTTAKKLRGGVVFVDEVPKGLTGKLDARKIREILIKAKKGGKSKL
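Purified P. pyralis luciferase (10nM final) with 10uM D-luciferin and 10uM ATP (Km levels) in 50mM Tris acetate pH 7.5, 10mM Mg acetate, 0.01% Tween-20, 0.05% BSA; qHTS 6-point titration, ~60 µM downward; luminescence read.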
uPA surface inh: qHTS for Inhibitors of Cell Surface uPA Generation; cell surface uPA generation assay, qHTS; Potency, µM (highest dose often 38.3 µM), for the others: at the highest dose activity change, negative = inhibition, most hits filed as inhibitors; 0.31% of 330,000 active; AID 540303, 2011; active = well fitted inhibition curve with a large enough effect; inconclusive = small, poorly fitted or top-dose-only effect; inactive = no such curve, though single readings can be large or run the other way; tested in mouse RAW 264.7 cells; also: potency is read from the fitted curve at half-maximal effect; % is scaled to controls: 0 for no effect and ±100 for the full control effect; nearly all actives have a fitted effect of over 55% in size
KCNH2 3.1 inh: qHTS for Inhibitors of KCHN2 3.1: Mutant qHTS. Potassium voltage-gated channel subfamily H member 2, brain isoform KCNH2 3.1 (human). U2OS KCNH2 3.1, thallium flux FluxOr; stronger effect = lower value. activity change, % (tested at about 1.8 µM). 0.95% of 340,000 active. AID 720553, 2013;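 active = maximum activity change below -70%; inconclusive = maximum activity change from -70% to -50%; inactive = maximum activity change above -50%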;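 also: thallium influx rate constant from kinetic fluorescence after stimulation buffer; % is scaled to controls: 0 for no effect and ±100 for the full control effect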
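Steps: virus added to U2OS suspension (4 h, RT, dark); medium with 10% FBS added, cells plated, 37 C overnight; FluxOr/Red40 loading buffer 45 min RT; stimulation buffer, 2 min kinetic read; rate constant normalized.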
FBPA coupling cs: qHTS Assay for Inhibitors of Fructose-1,6-bisphosphate Aldolase from Giardia Lamblia: Coupling assay counterscreen. coupling enzyme system counterscreen, AmpLite Red fluorescence. activity change, negative = inhibition, % at 58.2 µM, hits read low. 0.67% of 290,000 active. AID 2472, 2010; in the data active = activity change below about -30%; also: % is scaled to controls: 0 for no effect and ±100 for the full control effect
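Counterscreen lacking aldolase: glyceraldehyde-3-phosphate coupling-enzyme reagent preincubated 10 min at RT with compound (at 57.5 uM final), then substrate/coupling system with AmpLite Red added; fluorescence read at 525/598 nm after 20 min RT.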
NPC1 prom act: qHTS Assay for NPC1 Promoter Activators; Huh7 NPC1 promoter luciferase reporter, 24 h; Potency, µM (titrated, usually from 9.22 µM), for the others: top-dose activation, actives largely listed as activators; AID 485313, 2010; 2.4% of 320,000 active;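 also: potency is read from the fitted curve at half-maximal effect; % of control where 0% means no effect; nearly all actives have a fitted effect of over 60% in size; reporter is driven by a mutant NPC1 promoter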
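NPC1 promoter–luciferase Huh7 cells; 24 h compound; luminescence.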
ELG1 genotox: qHTS screen for small molecules that induce genotoxicity in human embryonic kidney (HEK293T) cells expressing luciferase-tagged ELG1; Potency, µM (doses to about 46 µM), for inactives: at the highest dose activity change, positive = activation, most hits filed as activators; AID 504466, 2011; 1.3% of 330,000 active; HEK293T ELG1-luciferase reporter, luminescence, 16 h; also: potency is read from the fitted curve at half-maximal effect; % of control where 0% means no effect; nearly all actives have a fitted effect of over 60% in size
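Quantitative HTS format in 1536-well plates. HEK293T ELG1-luciferase reporter cells receive test compound and are incubated 16 hr at 37 °C, 5% CO2; ONE-Glo added, 30 min room temperature, then luminescence read.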
RORg inh: qHTS for inhibitors of ROR gamma transcriptional activity; Nuclear receptor ROR-gamma (Mus musculus), P51450; Drosophila S2 Gal4-RORgamma UAS-luciferase reporter, 20 h; Potency, µM (titrated, usually from 53.6 µM), without a hit: at the highest dose activity change, negative = inhibition, usual class: inhibitors; 5.4% of 310,000 active; also: potency is read from the fitted curve at half-maximal effect; % is scaled to controls: 0 for no effect and ±100 for the full control effect; nearly all actives have a fitted effect of over 60% in size
Target sequence (P51450 whole entry, looked up, the tested form may be a part): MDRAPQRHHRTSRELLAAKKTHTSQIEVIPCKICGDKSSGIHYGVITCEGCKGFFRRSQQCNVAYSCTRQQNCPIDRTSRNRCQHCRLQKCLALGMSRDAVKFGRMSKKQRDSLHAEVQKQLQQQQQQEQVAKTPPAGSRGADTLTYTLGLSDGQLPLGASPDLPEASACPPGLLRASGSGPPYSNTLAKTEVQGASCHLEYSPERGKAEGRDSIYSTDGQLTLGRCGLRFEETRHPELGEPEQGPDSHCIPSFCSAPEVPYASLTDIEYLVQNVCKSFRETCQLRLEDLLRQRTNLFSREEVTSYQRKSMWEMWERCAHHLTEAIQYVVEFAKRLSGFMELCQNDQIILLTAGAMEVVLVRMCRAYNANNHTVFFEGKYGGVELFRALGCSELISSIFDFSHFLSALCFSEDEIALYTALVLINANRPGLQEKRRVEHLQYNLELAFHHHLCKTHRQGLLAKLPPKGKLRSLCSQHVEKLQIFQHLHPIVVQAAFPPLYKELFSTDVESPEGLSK
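Luminescence from a UAS-regulated Photinus luciferase reporter in stably transfected Drosophila Schneider cells is measured; decreased signal marks ROR gamma inhibition. Fusion expression is induced by 700 uM copper sulfate for 20 hr.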
Gal4-VP16 FLuc: VP16 counterscreen qHTS for inhibitors of ROR gamma transcriptional activity; Drosophila S2 Gal4-VP16 UAS-luciferase, luminescence, 20 h; Potency, µM (top dose mostly 53.6 µM), inactives show top-dose activity, negative = inhibition, hits mostly inhibitors; 3.5% of 310,000 active;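 also: Gal4-VP16 expression switched on by copper sulfate through the metallothionein promoter; potency is read from the fitted curve at half-maximal effect; % is scaled to controls: 0 for no effect and ±100 for the full control effect; nearly all actives have a fitted effect of over 50% in size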
Giardia kill: Small Molecules that selectively kill Giardia lamblia: qHTS. Giardia lamblia trophozoite viability. activity change, % at 7.66 µM, hits read low. 0.15% of 340,000 active. AID 540267, 2011; in the data active = activity change below about -80%; inconclusive = between about -30% and that limit;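 also: parasites exposed to compound for two days anaerobically before the ATP read; % is scaled to controls: 0 for no effect and ±100 for the full control effect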
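Viability, read as ATP luminescence: trophozoites at 100 cells/well, compound added, 48 hrs anaerobic at 37 deg C, then 15-30 min room-temperature development before reading.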
Starred values were filed as active, the others as inactive; u = inconclusive; x = not tested or not shown; & = joins results of further samples; [ ] = dose if it differs, or a comment. Unless noted, calls follow the shape of the dose curve; as a rule, active = well fitted curve in the direction sought with a large enough effect; inconclusive = small, poorly fitted or top-dose-only effect, or another doubt; inactive = no such curve, though single readings can be large; an effect the other way counts as inactive or inconclusive. A portion of the library, so the mix of outcomes need not match the whole.

compound,Tb PFK inh,Rab9 prom act,FLuc modulator,uPA surface inh,KCNH2 3.1 inh,FBPA coupling cs,NPC1 prom act,ELG1 genotox,RORg inh,Gal4-VP16 FLuc,Giardia kill
COc1cc(OC)c(OC)cc1CN1CCN(C(=O)Cc2ccccc2)CC1,-1.0%,-1.0%,-0.3%,6.8%,16.4,0.3,-6.3%,-0.2%,-23.1%[1.91 µM],-5.0%,-1.6
Cc1ccc(CN2CCN(CC(=O)N3CCC4(CC3)OCCO4)C2=O)cc1,-0.9%,10.1%,-0.1%,2.8%,-1.5,3.3,0.4%,-0.4%,-14.5%,1.5%,-7.2
C=CCn1c(O)c(C(C)=NCCc2c[nH]c3ccccc23)c(=O)[nH]c1=O,0.1%,-1.1%,1.7%,0.3%,-0.9,7.4,-6.3%,-6.0%,26.9%,-6.9%,-6.0
CCCCNc1c(-c2cccc(-c3ccc(OC)cc3)c2)nc2ccc(C)cn12,-6.9%,9.8%,9.53µM*,u,-27.3,x,15.9%,-5.2%,x,x,-4.5
CC12CN3CCN(CC(C3)/C1=N/NC(N)=O)C2,1.1%,-1.8%,3.1%,3.7%,4.8,4.3,0.2%,-1.3%,2.5%,12.9%,12.2
COC(=O)C1=C(c2ccc(OC)c(OC)c2)C[C@@H]2CC[C@H]1N2C(=O)NCCNC(C)=O,1.4%,-3.0%,1.8%,14.6%,20.9,x,-0.6%,2.8%,x,x,-11.0
CCc1ccccc1N1C(=O)CC(=O)NC1=O,1.2%,-8.3%,0.0%,-2.3%,3.4,-1.0,-2.2%,9.7%,2.1%,-8.0%[10 µM],-0.4
CC1CC2(O)c3no[n+]([O-])c3CCC2N1O (configuration not stated),-4.4%,-0.9%,-0.4%,x,13.4,-2.2,1.8%,0.3%,-15.9%,2.8%,5.0
COc1ccc(C(C#N)N2CCOCC2)cc1 (configuration not stated),-2.9%,-2.1%,1.9%,1.7%,3.4,-0.5,-2.0%,-3.0%,u,10.0%,-11.6
Cc1cc(C(C)(C)CC(C)(C)C)ccc1OCCOCC[N+](C)(C)Cc1ccccc1,-2.2%,0.4%,-0.7%,u,-9.5,0.5&-1.4,-3.2%,3.7%,u,17.8µM*,3.0
NC(=O)Cn1cc(C(=O)c2ccccc2)c2ccccc21,-4.8%,0.6%,-0.5%,2.7%,-6.2,0.8,11.6%,0.0%,4.8%,2.4%,3.4
CC(=NCCN1CCCCC1)c1c(O)n(-c2ccc(Cl)cc2)c(=O)[nH]c1=O,4.6%,9.9%,3.1%,x,5.1,4.5,-6.4%,-0.9%,-18.7%,1.5%,-5.8
COc1ccc(Cn2c(O)c(/C=N/NC(=O)c3ccccc3O)c(=O)[nH]c2=O)cc1,0.0%,9.8%,u,-0.8%,-10.5,1.0,-3.5%,1.4%,u,u,-0.1
CC(C)c1ccc(N2C(=O)NC(=O)/C(=C\C=C\c3ccco3)C2=O)cc1,-17.3%,-4.0%,-13.4%,-15.5%,-9.4,3.7,-17.3%,-22.0%,u,4.47µM*,1.2
CCN(CC)C(=O)c1ccc(NC(=O)c2cccc(F)c2)cc1,-13.1%,18.5%,15.1µM*,-5.3%,-5.2,3.9,19.7%,u,17.6%,0.6%,-2.2
C#CC(CC)(CC)NC(=O)Nc1ccc(OCC)cc1,-1.4%,-0.7%,-16.2%,2.4%,x,-0.4,0.1%,2.0%,14.6%,-22.0%,-10.5
C=CCNC(=S)Nc1ccc(OC(=O)Nc2ccc(Cl)c(Cl)c2)cc1,13.5µM*,-3.3%,-17.0%,7.3%,11.4,0.6,-7.1%,-10.1%,3.3%,-4.3%,-28.1
Cn1c(O)c(C(=O)c2ccccc2)c(=O)n(C)c1=O,1.5%,1.3%,-1.2%,0.9%,-0.2,-5.5,-2.8%,0.2%,4.8%,-4.1%,-8.7
CCCC(C)C(=O)NC1CCSC1=O (configuration not stated),3.1%,-6.6%,0.0%,x,-83.1*,1.6,1.4%,-0.3%,-2.7%,-2.8%,-10.8
C[C@]12C=CC(=O)C=C1C=C[C@@H]1C2CC[C@]2(C)C(=O)CCC12 (some centres not stated),0.7%,-4.2%,-0.1%,u,1.1,1.0,9.4%,15.0%,21.4%,u,2.4
Cc1cn([C@@H](CCCCNC(=O)OC(C)(C)C)C(=O)NCCCCCCCCCCC(=O)N2CCN(C(=O)OC(C)(C)C)CC2)nn1,-4.4%,-22.0%,-4.1%,u,20.9,x,-22.9%,-9.7%,x,x,2.2
COc1cc(C)c(CNCCc2c[nH]c3ccccc23)cc1C,-5.4%,-16.4%,2.9%,-12.5%,-9.5,1.6,-12.0%,-9.1%,18.9%,-5.2%,13.8
CCOC(=O)C1(c2ccccc2)Oc2ccccc2C(c2ccc(OC)cc2)=C1C(=O)OC (configuration not stated),0.6%,x,x,3.2%,-7.0,-3.2,x,-1.6%,5.2%,-23.5%,-5.3
C[C@]12CC[C@H](O)CC1=CCC1C2CC[C@@]2(C)C1C[C@@H]1CC(=O)O[C@@H]12 (some centres not stated),-0.3%,x,x,3.9%,1.3,x,x,-3.9%,x,x,-7.3
Cc1nn(Cc2ccccc2)c(Cl)c1C(=O)O,0.7%,2.5%,-2.2%,1.8%,14.0,8.5,-5.8%,-0.4%,13.1%,-10.1%,8.0
CN1CCN(Cc2cc3c(cc2[N+](=O)[O-])OCO3)CC1,-1.4%,-0.2%,2.6%,-1.7%,10.5,0.3,-2.1%,1.6%,-3.9%,2.0%,14.8
O=C(/C=C/c1cccc(F)c1)Nc1ccc(S(=O)(=O)Nc2ncccn2)cc1,-1.5%,-3.2%,u,-0.6%,4.1,4.2,2.6%,0.4%,-5.0%,-0.9%,-5.9
Cc1ccc(S(=O)(=O)N(C)c2ccc(C(=O)NCC3(N(C)C)CCCCC3)cc2)cc1,-3.8%,-5.6%,4.4%,1.4%,x,x,-4.7%,-2.5%,6.1%,-0.3%,5.8
CCN(CC)CCCN=Cc1c(O)n(-c2ccccc2F)c(=O)[nH]c1=O,-0.8%,4.6%,1.9%,7.6%,-1.8,0.1,0.5%,-11.3%,-0.9%,-2.9%,19.8
C#CCOc1ccc2c(c1)c(C(C)=O)c(C)n2Cc1ccccc1,-3.1%,-0.3%,0.7%,2.2%,6.1,1.7,-4.2%,-3.5%,u,-1.4%,-18.6
CN1CCN(c2nc(N(C)C)oc(=O)c2C#N)CC1,1.5%,0.8%,-1.0%,-1.7%,7.0,3.4,-1.8%,-0.9%,-1.4%,3.2%,-4.3
CCCCCn1c(N)c(C(=O)NCCN2CCOCC2)c2nc3ccccc3nc21,-2.9%,-10.5%,1.6%,2.4%,-4.9,-7.8,-9.4%,-2.0%,-2.6%,-11.9%,10.4
CC(=O)OCC[N+](C)(C)C,-1.3%&-8.9%&1.4%,-35.3%&0.2%&-0.1%[inhibitor],2.8%&-0.5%&11.1%,0.9%&-17.1%&-7.0%,16.5&0.2&23.7,1.7&-2.1&0.9&-0.8,0.2%&-1.8%&-4.8%,-2.9%&0.2%&0.7%,-27.9%&-9.4%&-1.5%&-5.9%,2.8%&-1.8%&2.8%&3.0%,u
O=C1CN=C(c2ccccc2)c2cc([N+](=O)[O-])ccc2N1,-6.0%,x,x,-13.7%,3.7,-0.3,x,3.3%,-4.1%,-4.4%,-28.9
Fc1ccccc1CNC1CN2CCC1CC2 (configuration not stated),2.4%,-2.6%,1.6%,-8.4%,6.2,3.0,-3.8%,0.2%,15.0%,-7.8%,10.1
Cc1ccc(NC2c3ncccc3C(=O)N2c2ccccc2C)cc1C (configuration not stated),u,-4.2%,23.9µM*,1.6%,-9.8,-13.2,5.2%,0.6%,14.2%,12.4%,-11.0
C=C(C)[C@@H]1CC[C@]2(C(=O)O)CC[C@]3(C)[C@H](CC[C@@H]4[C@@]5(C)CC[C@H](O)C(C)(C)[C@@H]5CC[C@]43C)[C@@H]12,-2.4%,-4.6%,1.5%,-3.1%,-0.8,2.7,-6.7%,-18.8%,-20.6%,-8.8%,-28.8
Nc1nc(F)nc2c1ncn2[C@@H]1O[C@H](CO)[C@@H](O)[C@H]1O,x,x,x,u,-2.6,x,x,x,-3.7%,-3.6%,5.2
